DTT redox prof – compounds producing H2O2 with reducing agent – biochemical, NIH compound library profiling, artefact control for MLSCN library redox annotation, primary screen; 200,000 tested, 0.03% active; activation, % at 10 µM; DTT-dependent redox cycling H2O2, phenol red/HRP absorbance; 100% = 100 µM peroxide control, 0% = buffer; AID 878, 2007;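 active = activation of at least 50% relative to the plate's high and low controls in the primary single-dose screen; inactive = activation below 50%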;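 note: compound incubated with DTT at 0.8 mM final as the reducing agent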
L major viab – Leishmania major promastigote growth inhibition, primary screen; 200,000 tested, 9% active; Leishmania major promastigotes, resazurin fluorescence viability; inhibition, % at 10 µM; in the data active = inhibition above about 50%;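 note: promastigotes grown with compound for 44 hours at 28 °C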
SRC2 TRFRET art – TR-FRET signal artefacts, primary screen, artefact control for PPARgamma SRC-2 agonist project, biochemical. 200,000 tested, 0.4% active. TR-FRET artefact counter-screen; active compounds read high. TR-FRET ratio at 8 µM; in the data active = TR-FRET ratio above about 2000; note: inactives centre near 1500
bIAP act – bovine intestinal alkaline phosphatase activators, primary screen, biochemical, bovine IAP, CDP-star luminescence. alkaline phosphatase, intestinal [Bos taurus]. purified bovine IAP, 30 min; active compounds read high; fold of DMSO-control signal, blank-subtracted. activation factor at 20 µM. 200,000 tested, 0.17% active. AID 1016, 2008;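 active = activation factor of 2 or more at 20 µM, a signal rise over negative controls twice the positive control's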
TLR4-MyD88 BLA – inhibitors of TLR4-MyD88 association in cells, primary screen, cell-based, HeLa CL3-4, BLA complementation, FRET ratio. Toll-like receptor 4 (Homo sapiens) + Myeloid differentiation primary response protein …. HeLa CL3-4 TLR4/MyD88 BLA complementation. inhibition, % at 8.4 µM. 200,000 tested, 0.18% active; in the data active = inhibition above about 25%;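 note: 0% = vehicle and 100% = reference inhibitor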
Target sequence (O00206 whole entry, looked up): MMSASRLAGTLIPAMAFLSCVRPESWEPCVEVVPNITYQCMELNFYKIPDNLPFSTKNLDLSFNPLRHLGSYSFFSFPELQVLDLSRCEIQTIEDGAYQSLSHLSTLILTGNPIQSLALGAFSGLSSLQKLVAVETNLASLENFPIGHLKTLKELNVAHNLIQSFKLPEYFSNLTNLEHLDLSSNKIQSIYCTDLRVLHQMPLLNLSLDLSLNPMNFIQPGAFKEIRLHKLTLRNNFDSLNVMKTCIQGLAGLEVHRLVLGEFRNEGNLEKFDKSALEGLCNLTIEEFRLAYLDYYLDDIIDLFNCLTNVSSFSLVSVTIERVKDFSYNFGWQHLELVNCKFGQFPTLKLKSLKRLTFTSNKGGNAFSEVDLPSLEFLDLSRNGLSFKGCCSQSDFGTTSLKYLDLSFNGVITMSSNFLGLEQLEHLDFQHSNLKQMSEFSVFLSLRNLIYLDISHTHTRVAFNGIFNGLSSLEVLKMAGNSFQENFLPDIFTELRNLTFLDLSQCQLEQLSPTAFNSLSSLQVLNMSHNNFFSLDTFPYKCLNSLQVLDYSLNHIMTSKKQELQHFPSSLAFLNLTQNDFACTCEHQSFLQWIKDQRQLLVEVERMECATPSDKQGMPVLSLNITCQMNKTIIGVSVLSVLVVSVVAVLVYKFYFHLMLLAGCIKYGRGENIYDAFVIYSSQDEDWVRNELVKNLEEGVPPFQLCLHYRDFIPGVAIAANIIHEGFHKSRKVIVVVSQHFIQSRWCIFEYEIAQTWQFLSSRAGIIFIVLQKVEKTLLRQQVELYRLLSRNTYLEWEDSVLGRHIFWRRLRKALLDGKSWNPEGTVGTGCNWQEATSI
Target sequence (Q99836 whole entry, looked up): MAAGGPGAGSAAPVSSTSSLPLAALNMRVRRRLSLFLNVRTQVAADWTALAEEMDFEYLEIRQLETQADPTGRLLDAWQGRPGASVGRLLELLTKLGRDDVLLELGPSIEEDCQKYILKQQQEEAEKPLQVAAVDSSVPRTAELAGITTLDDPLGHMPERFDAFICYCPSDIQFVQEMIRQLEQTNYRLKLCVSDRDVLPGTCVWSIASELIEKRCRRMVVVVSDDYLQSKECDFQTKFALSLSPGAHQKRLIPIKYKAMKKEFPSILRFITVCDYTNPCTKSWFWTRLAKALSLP
PPARg SRC2 recr – agonists of PPARg-SRC-2 recruitment, primary screen, biochemical, HTS. Peroxisome proliferator-activated receptor gamma (Homo sapiens), P37231. PPARgamma LBD-SRC-2 recruitment. activation, % at 8 µM. 200,000 tested, 0.34% active; in the data active = activation above about 22%;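 note: 0% = vehicle and 100% = reference agonist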
S1P3 antagonist – S1P3 receptor antagonists, primary screen, cell-based. Sphingosine 1-phosphate receptor 3 (Homo sapiens), Q99500. CHO S1P3 NFAT-BLA reporter, FRET fluorescence, antagonist mode. inhibition, % at 4.98 µM. 170,000 tested, 0.27% active;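 active = inhibition above the plate cutoff, the mean inhibition of test wells on that plate plus 3 SD, cut at about 28% in these data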;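 note: cells challenged with S1P at its EC80 of 0.8 µM; blue over green emission ratio from cleaved BLA substrate after 4 h stimulation; 0% = S1P-stimulated wells and 100% = unstimulated DMSO-only wells; some compounds past the cut are filed as inactive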
PPARg SRC3 recr – PPARgamma agonists recruiting SRC-3 coactivator, primary screen, biochemical | biochemical PPARgamma/SRC-3 coactivator recruitment assay | 200,000 tested, 0.26% active | Peroxisome proliferator-activated receptor gamma (Homo sapiens), P37231 | activation, % at 8 µM; in the data active = activation above about 23%;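 note: 0% = DMSO and 100% = reference agonist; some compounds past the cut are filed as inactive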
PPARg SRC1 recr – PPARgamma agonists recruiting SRC-1 coactivator, primary screen, biochemical; Peroxisome proliferator-activated receptor gamma (Homo sapiens), P37231; PPARgamma-SRC-1 coactivator recruitment biochemical assay; activation, % at 8 µM; 200,000 tested, 0.41% active; in the data active = activation above about 19%;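 note: 0% = DMSO and 100% = reference agonist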
ROMK primary – ROMK potassium channel modulators, primary screen, cell-based, thallium flux, MLSMR library; B-score at 10 µM; Tet-inducible ROMK, thallium flux fluorescence; actives lie on both sides; AID 1918, 2009; ATP-sensitive inward rectifier potassium channel 1 (Homo sapiens), P48048; 130,000 tested, 2% active;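 active = signal ratio slope over the read window, or its plate-corrected B-score, at least 3 SD from the plate mean, either direction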;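 note: B-score of the F/F0 ratio slope over 7 to 12 s after thallium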
bIAP inh – bovine intestinal alkaline phosphatase inhibitors, primary screen, selectivity assay for TNAP inhibitor project, biochemical, bovine IAP, CDP-star luminescence; alkaline phosphatase, intestinal [Bos taurus]; purified bovine IAP, 30 min; inhibition, % at 20 µM; 190,000 tested, under 10 active; AID 1019, 2008;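 active = over 50% inhibition of intestinal alkaline phosphatase at 20 µM in the single-dose screen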
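System: purified bovine intestinal alkaline phosphatase (IAP) enzyme; Input: IAP diluted 1/65,000,000 in the well; Measured by: CDP-star luminescence signal; Compound dosing: 20 µM single dose; Incubation: 30 min reaction at room temperature.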
Numbers without * were called inactive; nt = no result given.

SMILES	DTT redox prof	L major viab	SRC2 TRFRET art	bIAP act	TLR4-MyD88 BLA	PPARg SRC2 recr	S1P3 antagonist	PPARg SRC3 recr	PPARg SRC1 recr	ROMK primary	bIAP inh
CC(/C=C/c1ccc2c(c1)OCO2)=N/NC(=O)c1ccc(C)nc1	0.2	8	1425	0.9	8	-5	-7	0	0	nt	9
O=C(COc1cccc2cccnc12)Nc1ccccc1N1CCOCC1	-0.6	4	1665	1	-6	-4	2	4	3	-0.13	3
CCOC(=O)CCSc1nc(C)cc(C(F)(F)F)c1C#N	1.8	-5	1665	0.9	-3	12	-23	-10	0	nt	10
O=C(Nc1ncc(Cc2cccc([N+](=O)[O-])c2)s1)c1ccco1	-0.3	8	1462	1	-17	-2	8	-2	-8	-0.26	4
CCn1c(/C=C/N(C)c2ccccc2)[n+](CC)c2ccc(Cl)cc21	1.3	100*	1595	0.9	5	2	nt	9	11	nt	11
O=C1CSC(c2ccccn2)N1c1ccccc1F (stereo not given)	-0.9	-4	1621	1.1	4	2	-5	2	4	nt	-5
COc1ccc(-c2cc3nc(C)c(CCC(=O)NCc4ccco4)c(C)n3n2)c(OC)c1	1.6	2	1660	1	10	13	19	1	0	nt	3
C/C(=N\NC(N)=S)C12CC3CC(CC(C3)C1)C2	1.3	101*	1265	0.6	8	-3	nt	3	-2	nt	40
O=c1[nH]c(N2CCN(c3ccccc3)CC2)nc2c1CCC2	2.8	10	1689	1	10	-2	-30	6	-4	nt	0
CCn1cc(C(=O)NCCCN2CCN(C)CC2)c(=O)c2cc(S(=O)(=O)N3CCc4ccccc4C3)ccc21	0.1	5	1531	1.1	-2	-2	-9	-3	-3	-0.41	-5
CCC(C)(C)n1nnnc1C(c1ccccc1OC)N1CCSCC1 (stereo not given)	2.7	7	1339	0.9	6	-6	21	-7	-6	nt	9
COC(=O)c1cc(Br)c(=O)n(CC(C)C)c1	0.9	-1	1629	0.9	-6	2	1	13	-3	-0.18	12
N#Cc1c(NC(=S)NC(=O)c2ccccc2)sc2c1CCC2	0.3	-11	1534	1	-12	-3	-9	2	2	nt	-5
CC(c1ccccc1F)n1cc(C(=O)NCCCn2ccnc2)nn1 (stereo not given)	0.0	2	1453	1	5	-5	nt	-12	-4	nt	-3
COC(=O)c1ccc(NC(=O)CCN2C(=O)CSC2=O)cc1	-0.3	-7	1599	1	5	4	9	2	11	0.5	1

SMILES	DTT redox prof	L major viab	SRC2 TRFRET art	bIAP act	TLR4-MyD88 BLA	PPARg SRC2 recr	S1P3 antagonist	PPARg SRC3 recr	PPARg SRC1 recr	ROMK primary	bIAP inh
COCCNC(=O)C(c1ccc(C)o1)N(Cc1ccco1)C(=O)c1snc(C(N)=O)c1N (stereo not given)	0.6	-4	1531	1	-8	8	nt	-8	-1	-0.49	4
COCCNC(=S)N/N=C(\C)CCc1ccc2c(c1)OCO2	-2.0	4	1580	1.1	-4	-1	0	0	-2	0.42	-10
CC(C)Cn1nnc2c(=O)oc3ccccc3c21	1.8	-2	1419	1	3	-8	nt	-10	3	nt	3
Cc1ccc(S(=O)(=O)N2CCC(C(=O)N[C@H](C(=O)NCc3ccco3)C(C)C)CC2)cc1	-0.8	0	1706	1	5	2	3	-5	-2	-0.037	0
CCOC(=O)Cc1csc(NS(=O)(=O)c2ccc3ccccc3c2)n1	-0.5	2	1539	1	-4	5	-10	-3	-2	-0.12	2
O=C(CN1C(=O)c2ccccc2C1=O)NCC1COc2ccccc2O1 (stereo not given)	0.2	-9	1469	1	-9	16	-16	5	-2	1.1	0
CCn1nnnc1SCC(=O)c1cc(Cl)ccc1OC	-0.5	-6	1646	0.9	-1	8	-3	4	-3	-0.17	8
COc1ccc(NS(=O)(=O)c2ccc(OCC(=O)N3CCCC3)cc2)cc1	-3.3	-4	1499	0.9	-4	6	5	-1	-2	nt	8
Cc1ccccc1NC1C=CS(=O)(=O)C1 (stereo not given)	0.4	-2	1488	0.9	8	0	-11	-23	-1	-0.019	6
N/C(=N/S(=O)(=O)c1ccccc1)c1cccc([N+](=O)[O-])c1	0.8	-5	1674	0.8	2	5	2	-1	2	-1.1	17
CSc1nnc(Cn2c(=O)sc3ccccc32)n1C	-0.1	35	1557	1	4	-1	-14	2	0	nt	1
COc1ccc(OC)c(/C=C/C(=O)Nc2cccc(S(=O)(=O)N3CCCC3)c2)c1	-1.0	31	1847	1	4	8	-9	5	5	-0.11	-5
CC(NC(=O)NCc1cccnc1)(C(F)(F)F)C(F)(F)F	3.7	-5	1492	0.9	-3	-7	nt	2	3	-0.052	9
Fc1ccc(-c2nnc3ccccn23)cc1	0.1	-4	1505	1	8	10	-5	1	0	0.058	0
OCC1(Cc2cccc(Cl)c2)CCCN(Cc2cn[nH]c2C2CCCCC2)C1 (stereo not given)	0.4	36	1240	1.2	-8	-8	4	2	-12	-1.9	-21

SMILES	DTT redox prof	L major viab	SRC2 TRFRET art	bIAP act	TLR4-MyD88 BLA	PPARg SRC2 recr	S1P3 antagonist	PPARg SRC3 recr	PPARg SRC1 recr	ROMK primary	bIAP inh
Cc1onc(-c2ccccc2Cl)c1-c1nc(-c2ccccn2)no1	1.3	75*	1446	1	-2	-6	-8	-10	1	-0.29	3
Cc1ccc(-c2cc(C(F)(F)F)c(C#N)c(SCCC#N)n2)o1	1.6	2	1599	1	-18	-4	-42	4	-6	nt	-3
COCCSc1nnc(NC(=O)c2ccc3c(c2)OCO3)s1	0.0	2	1618	1.1	-11	6	-21	0	-3	-2.4	-9
COc1ccc(C=O)cc1COc1ccc([N+](=O)[O-])c(C)c1	-1.1	37	1539	1.2	-11	5	-13	4	2	1.9	-16
S=C(NCC1CCCO1)NC1CCCCC1 (stereo not given)	-0.1	-5	1537	0.9	0	-1	-12	4	-4	nt	10
CCCCC(=O)Nc1cccc(NC(=S)NC(=O)COc2ccccc2Cl)c1	-0.2	-9	1500	1	-16	-9	-10	2	-3	-0.46	-3
C/C(N)=C(/C#N)C(=O)CSc1nnnn1-c1ccccc1	3.9	-3	1573	0.9	8	2	nt	10	2	nt	11
CCCc1[nH]nc2c1C(C1CC=CCC1)C(C#N)=C(N)O2 (stereo not given)	0.6	67*	1660	0.3	0	1	-25	-1	7	-1.3	nt
COC(=O)CSc1nnc(CNS(=O)(=O)c2ccc(Cl)cc2)n1C	0.0	-5	1409	0.9	4	6	nt	7	1	-0.49	10
CCOc1ccc(NC(=O)CSc2nc(C)cc(C)n2)cc1	0.2	-3	1616	0.9	5	-1	nt	-17	1	-0.41	12
Cc1ccc(NC(=O)CCNS(=O)(=O)c2ccc3c(c2)oc(=O)n3C)c(C)c1	-0.5	-2	1341	0.9	0	7	-46	1	-3	nt	13
O=C(NCC1CCCO1)c1ccc2c(=O)n(Cc3cccc(Br)c3)c(=S)[nH]c2c1 (stereo not given)	-0.2	-5	1643	0.9	-2	3	-8	3	-5	0.33	5
CCC(CC)C(=O)NCCc1ccc(OC)c(OC)c1	0.2	3	1405	0.9	0	2	nt	0	-10	0.21	12
CCc1ccc(C(=O)NNC(=S)Nc2ccc(S(N)(=O)=O)cc2)s1	-0.6	-7	1495	1	8	4	-10	-1	6	-0.14	-4
Cc1nc2ccccc2c2c1C(=O)N(c1ccc(C(=O)O)cc1)C2=O	-0.1	-11	1535	1.1	-7	6	7	2	7	0.21	-6

SMILES	DTT redox prof	L major viab	SRC2 TRFRET art	bIAP act	TLR4-MyD88 BLA	PPARg SRC2 recr	S1P3 antagonist	PPARg SRC3 recr	PPARg SRC1 recr	ROMK primary	bIAP inh
Nc1c(-c2ccccc2)cnn1-c1cccc(C(F)(F)F)c1	2.5	-6	1513	0.9	0	3	nt	-10	2	nt	8
C/C=C/CSc1nc2c(c(=O)[nH]c(=O)n2C)n1Cc1ccc(C)cc1	-0.3	-6	1565	1	-10	7	-8	8	6	nt	3
Cc1nc(NCCCN2CCOCC2)c2oc3ccccc3c2n1	-0.8	97*	1345	0.7	1	3	nt	-4	-2	0.22	34
Cc1nc2cc(C(=O)N3c4ccccc4CC3C)ccc2s1 (stereo not given)	-0.6	-3	1380	1	7	0	6	-3	-7	nt	1
COc1ccc(N2CSC3=C(C#N)C(c4cc(OC)ccc4OC)CC(=O)N3C2)c(OC)c1 (stereo not given)	-1.0	16	1739	1	-10	15	-14	16	-1	nt	3
O=C(Cc1c(F)cccc1Cl)Nc1ncc([N+](=O)[O-])s1	-0.3	16	1642	1	4	2	-12	1	1	-1.8	4
COc1cc(NC(=O)CN(C)C2CCCCC2)c(C)cc1[N+](=O)[O-]	-0.1	3	1679	0.9	-16	-2	-14	1	3	nt	8
CCOCCCNC(=O)c1c[nH]c2ccc(S(=O)(=O)Nc3cccc(OC)c3)cc2c1=O	1.6	-24	1610	1.1	11	14	13	-10	2	-0.51	-11
CCCCn1c(SCC(=O)N2CCOCC2)nnc1-c1ccoc1C	2.7	-8	1472	0.9	4	5	nt	7	-3	nt	6
O=C(NCc1ccccc1)c1ccc2c(=O)n(CCCN3CCCC3=O)c(=S)[nH]c2c1	0.1	-8	1418	1	6	-5	nt	1	5	-0.55	-3
COc1cc(/C=C/C(=O)O)cc(S(=O)(=O)N2CCc3ccccc32)c1OC	1.2	-3	1480	1	-8	9	-23	3	13	1.1	3
CCOC(=O)c1c(NC(=O)CSc2nnnn2-c2ccc3c(c2)OCO3)sc(C)c1C	1.2	14	1452	0.9	19	-2	-2	4	-9	nt	6
Cc1cc(C)n(CCC(=O)N/N=C/c2ccc(O)cc2O)n1	0.4	-4	1477	0.9	-4	11	1	1	-6	nt	14
Cc1ccc(S(=O)(=O)Nc2nc3ccc(S(C)(=O)=O)cc3s2)cc1	2.6	13	1437	0.9	6	1	-47	-4	10	1.2	11
COc1ccc(N2CCN(Cc3nc4c(c(=O)n(C)c(=O)n4C)n3C(C)C(C)=O)CC2)cc1 (stereo not given)	1.4	2	1484	1.1	-9	3	nt	4	-1	nt	-8
O=S(=O)(NCC(c1cccnc1)N1CCOCC1)c1ccc(Cl)cc1 (stereo not given)	-0.8	14	1559	1	-27	1	-11	1	7	-1.3	-1
CN1c2ccccc2Oc2c(c(=O)n(C)c(=O)n2C)C1c1cccc([N+](=O)[O-])c1 (stereo not given)	1.5	13	1525	0.9	-1	6	nt	-7	3	nt	6

Screening results (PubChem)

Rows were taken by chance. Share with any hit: about 11%.
